# aSyn yeast inh: alpha-synuclein toxicity inhibition in yeast; Yeast expressing alpha-synuclein, growth rescue, BacTiter-Glo, 24 h; Potency, µM (doses to about 46.1 µM), for inactives: at the top dose growth rescue (activation), usual class: activators; 0.14% of 370,000 active; AID 652106; further: potency means the concentration at half of the fitted maximal effect; % of control where 0% means no effect; nearly all actives have a fitted effect of over 65% in size
#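 Rescue of yeast growth: cells expressing toxic alpha-synuclein, induced in galactose at OD600 0.02, incubated with compound 24 h at 30 C. ATP luminescence quantified growth; inhibitors of toxicity appear as activators.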
# KB-V1 MDR tox: kills drug-selected multidrug resistant KB-V1 cells | KB-V1 MDR cells viability, CellTiter-Glo, 72 h | Potency, µM (doses to about 46.1 µM), inactives show at the top dose activity change, negative = cytotoxicity, actives largely listed as cytotoxic | 3.4% of 400,000 active | AID 1347076; further: potency means the concentration at half of the fitted maximal effect; on the % scale 0 is the no-effect control and ±100 the full control effect; nearly all actives have a fitted effect of over 60% in size
#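 In this primary screen, KB-V1 cells overexpressing P-gp are incubated with library compounds (lowest to highest concentration) for 72 h at 37 degrees C before a luminescent ATP viability read.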
# GLP1R cytotox: cytotoxic in the GLP-1 receptor inverse agonist counter-screen | HEK293 cAMP-luciferase reporter cells, luminescence, 24 h | Potency, µM (series often up to 38.3 µM), for the others: at the top dose activity change, negative = inhibition, hits mostly inhibitors | 0.13% of 410,000 active | AID 624418;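 further: loss of luciferase light is scored as toxicity; potency means the concentration at half of the fitted maximal effect; on the % scale 0 is the no-effect control and ±100 the full control effect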
#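 Compound-treated cells are incubated 24 hr at 37 deg C under 5% CO2 after a 12 hour attachment period, then luciferase detection reagent is added and luminescence is measured following 12 min at room temperature; lowered signal indicates toxicity.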
# DRD3 agonist: agonists of human D3 dopamine receptor; D3R DiscoveRx beta-arrestin cells, luminescence, 90 min; max activation, %; 0.58% of 410,000 active; P35462; in the data active means max activation above about 30%; further: 0% is about no effect; mostly tested at two doses, the higher about 12 µM
# Target sequence (P35462 whole entry, looked up): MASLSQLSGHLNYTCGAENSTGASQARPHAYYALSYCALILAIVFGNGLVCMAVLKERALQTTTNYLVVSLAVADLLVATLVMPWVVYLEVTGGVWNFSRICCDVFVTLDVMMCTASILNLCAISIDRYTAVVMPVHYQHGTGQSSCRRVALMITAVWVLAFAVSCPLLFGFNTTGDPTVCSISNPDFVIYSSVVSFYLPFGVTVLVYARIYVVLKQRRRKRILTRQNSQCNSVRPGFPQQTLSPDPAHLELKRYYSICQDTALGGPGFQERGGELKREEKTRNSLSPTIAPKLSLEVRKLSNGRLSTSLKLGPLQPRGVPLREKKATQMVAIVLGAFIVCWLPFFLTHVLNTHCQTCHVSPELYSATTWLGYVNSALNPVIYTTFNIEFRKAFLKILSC
#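 Agonist mode: compounds and dopamine controls were applied to plated cells for 90 min at 37 degrees C after an overnight attachment at 1500 cells/well. Luminescent read-out followed 30 - 60 minutes at room temperature with DiscoveRx detection reagent.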
# PTHR1 agonist: PTHR1 (human) receptor agonism; Q03431; HEK293 GP2 PTHR1 cells, GloSensor cAMP luminescence, 1 h; Potency, µM (doses to about 115 µM), for inactives: at the top dose activation, actives largely listed as activators; 0.075% of 410,000 active; further: potency means the concentration at half of the fitted maximal effect; nearly all actives have a fitted effect of over 55% in size; some results filed as inactive show a strong effect at the top dose; inactives centre near -15; many of its hits are not listed in these tables
#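 HEK-293-derived GP2 cells expressing PTHR1 and a GloSensor cAMP reporter, 3,000/well, plated overnight, given luciferin plus IBMX (each 0.5 mM as added) for 1 h at 37 °C, then compound for 1 h at 37 °C. Luminescence was read after 15 min at room temperature.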
# DRD3 antagonist: blocks the human D3 dopamine receptor. P35462. D3R cells, DiscoveRx beta-arrestin luminescence, antagonist mode; active compounds read low. max response, negative = inhibition, %. 2.5% of 360,000 active. AID 652054; in the data active means max response below about -50%; inconclusive means no clear call, values can overlap the other calls; further: on the % scale 0 is the no-effect control and ±100 the full control effect; mostly tested at two doses, the higher about 12 µM
#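 Cells plated overnight at 1500 cells/well, then exposed to library compounds with dopamine controls for 90 minutes at 37 degrees C. DiscoveRx reagent added for 30–60 minutes at room temperature; luminescence read, quantitative HTS format.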
# TDP-43 yeast inh: inhibitors of TDP-43 toxicity in yeast | TDP-43 expressing yeast growth rescue, BacTiter-Glo, 24 h | Potency, µM (doses to about 46.1 µM), without a hit: at the top dose growth rescue (activation), hits mostly activators | 1.8% of 410,000 active; further: potency means the concentration at half of the fitted maximal effect; % of control where 0% means no effect; nearly all actives have a fitted effect of over 50% in size
#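 Yeast expressing TDP-43 (pregrown in raffinose, seeded at OD600=0.02 in galactose medium) exposed to compounds 24 hr at 30 deg C. Growth read by BacTiter-Glo luminescence; rescue of toxicity appears as increased signal.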
# GLP1R inv ag: GLP-1 receptor (human) inverse agonism; HEK293 GLP-1R CRE-luciferase, luminescence, 24 h; GLP-1R form is constitutively active; Potency, µM (titrated, usually from 38.3 µM), for the others: top-dose activity change, negative = inhibition, actives largely listed as inhibitors; 1.6% of 410,000 active; further: potency means the concentration at half of the fitted maximal effect; on the % scale 0 is the no-effect control and ±100 the full control effect; nearly all actives have a fitted effect of over 55% in size
# Target sequence (P43220 whole entry, looked up): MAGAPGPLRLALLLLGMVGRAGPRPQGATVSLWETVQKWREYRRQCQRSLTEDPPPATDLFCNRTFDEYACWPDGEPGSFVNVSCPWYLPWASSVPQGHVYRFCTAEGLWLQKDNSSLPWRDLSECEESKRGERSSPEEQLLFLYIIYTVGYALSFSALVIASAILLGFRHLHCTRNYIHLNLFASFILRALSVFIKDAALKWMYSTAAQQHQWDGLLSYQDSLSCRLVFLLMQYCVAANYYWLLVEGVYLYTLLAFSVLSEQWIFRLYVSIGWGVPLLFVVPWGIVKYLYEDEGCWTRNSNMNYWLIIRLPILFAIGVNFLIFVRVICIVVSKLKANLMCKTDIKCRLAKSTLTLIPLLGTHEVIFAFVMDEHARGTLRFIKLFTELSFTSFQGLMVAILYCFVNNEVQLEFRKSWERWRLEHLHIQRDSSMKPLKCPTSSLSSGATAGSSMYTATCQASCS
#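 Assay principle: reduced luminescence from a cAMP-responsive reporter in HEK293 cells co-expressing a constitutively active GLP-1R. Conditions: 24 hr compound incubation, 37 deg C, 5% CO2.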
# GLP1R ag: activates the human GLP-1 receptor. HEK293 GLP-1R CRE-luciferase, luminescence, 4-6 h; cells express a hypersensitive GLP-1R form. Potency, µM (highest dose often 45.6 µM), inactives show at the highest dose activation, usual class: activators. 0.007% of 380,000 active; further: potency means the concentration at half of the fitted maximal effect; % of control where 0% means no effect
# * marks the source's active call; other numbers are inactive results; i = inactive; ? = inconclusive; / = not tested or not shown; & = joins results of further samples; [ ] = dose if it differs, or a comment. Unless noted, the call rests on the fitted dose curve; in most records, active means well fitted curve in the direction sought with a large enough effect; inconclusive means small, poorly fitted or top-dose-only effect, or another doubt; inactive means no such curve, though single readings can be large; an effect the other way counts as inactive or inconclusive. The list is partial, so the mix of outcomes need not match the whole.
SMILES,aSyn yeast inh,KB-V1 MDR tox,GLP1R cytotox,DRD3 agonist,PTHR1 agonist,DRD3 antagonist,TDP-43 yeast inh,GLP1R inv ag,GLP1R ag
CCOC(=O)N1CCN(C(=O)CSCc2ccc(C)cc2)CC1,1%,-6%,-5%,-4,-2%[57.5 µM],15,-6%,-20%,-3%
CCNC(=S)Nc1ccc(N2CCCCC2)cc1,-11%,-22%,4%,2,i,0,3%,14%,8%
CCCn1c(=O)c(C(=O)NCCc2ccc(OC)cc2)c(O)c2ccccc21,3%,0%,1%,23,-44%[inhibitor],59,12%,?,10%
COc1ccc(C2=NN(CCC(=O)NCc3cccs3)C(=O)CC2)cc1,-1%,2%,0%,2,-3%,6,-1%,3%,-2%
CC1CCCC(C)N1/N=C/c1ccccc1OC(F)F (stereo not given),1%,21%,-3%,3,i,15,-8%[9.22 µM],12%,6%
CCOc1ccc(S(=O)(=O)N(C)c2ccc(OCC(=O)NCCc3ccc(OC)cc3)cc2)cc1,-3%,0%,-4%,-2,-7%,6,-7%,2%,3%
COc1ccc(OCCN2CCC(C(=O)NC(c3ccc(C)cc3)c3ccccn3)CC2)cc1 (stereo not given),2%,-7%,-3%,-18,-18%,-74*,23%,?,-2%
CC(=O)Nc1ccc(S(=O)(=O)NC2CCS(=O)(=O)C2)cc1Cl (stereo not given),-2%,23%,-6%,13,i,13,15%,9%,-23%
CN(C)C(CNC(=S)Nc1cccc(Cl)c1)c1cccnc1 (stereo not given),0%,-18%,/,-6,i,-15,10%,-12%,5%
COc1ccc(Nc2cc(C)nc3ccccc23)cc1,3%,0%,?,-6,i,9,-10%,0%,7%
COc1cccc(C(=O)/C=C/c2ccc(N3CCCCC3)c([N+](=O)[O-])c2)c1,3%,?,-22%,-5,-44%[inhibitor],?,1%,?,28%
COC(c1ccccc1)c1nnc(CCC(=O)N(C)CCOc2ccccc2)o1 (stereo not given),-3%,?,11%,5,-20%,-1,-19%,?,6%
Cc1ccc(C)c(/C=C2\CCn3c2nc2cc(C(=O)O)ccc2c3=O)c1,-7%,-4%,3%,2,i,0,9%,15%,-3%
O=c1[nH]c2ccc(NCc3ccc(-c4cccc(Cl)c4)o3)cc2[nH]1,/,-8%,4%,3,-3%,/,10%,-2%,/
CCCC(=O)N1CCN(c2nc3ccccc3s2)CC1,0%,-21%,-6%,6,-19%,1,17%,?,-2%
Cc1nc(-c2cn[nH]c2-c2ccc(O)cc2O)cs1,-6%,6%,3%,0,-15%,-5,12%,3%,-2%
COCCN(C(=O)c1cc(-c2ccco2)nc2ccccc12)c1c(N)n(Cc2ccccc2)c(=O)[nH]c1=O,-1%,-21%,3%,-3,-5%,-3,19%,15%,-1%
CN1CCN(c2ccc(S(=O)(=O)N3CCCCC3)cc2NC(=O)Cc2c(F)cccc2Cl)CC1,7%,?,-1%,5,i,1,11%,?,-2%
COc1cccc(C(=O)c2cn(CC(=O)NCc3ccccc3)c3nc(C)ccc3c2=O)c1,/,/,-20%,-3,i,/,-26%,-11%,/
Cc1ccc(N(C(=O)CNC(=O)c2ccco2)C(C(=O)NC2CCCC2)c2ccncc2)cc1 (stereo not given),0%,-13%,2%,-6,i,-14,-6%,12%,10%
COc1ccc(-c2nc3n(n2)C(=O)CC(c2ccco2)S3)cc1 (stereo not given),5%,0%,6%,0,-9%[57.5 µM],15,-12%,5%,19%
Cc1cccc(CN2C(=O)c3ccccc3Sc3ccc(C(=O)NCCCN4CCOCC4)cc32)c1,3%,-3%,-16%&0%,-5&-18,-22%,-9,10%&11%,?,-2%
O=C(CCn1cnnn1)NC1CCCN(Cc2ccccc2F)C1 (stereo not given),-2%,8%,-2%,3,-2%,5,8%,4%,-1%
COc1cccc(N(CC(=O)NCCSc2ccccn2)S(C)(=O)=O)c1,-13%,0%,1%,1,i,-15,-2%,1%,-3%
Cc1ccc(NC(=O)N2CCC(NC(=O)c3cccc(C)c3)CC2)cc1,0%,-2%,-16%,1,i,-25,-1%,-14%,18%
SMILES,aSyn yeast inh,KB-V1 MDR tox,GLP1R cytotox,DRD3 agonist,PTHR1 agonist,DRD3 antagonist,TDP-43 yeast inh,GLP1R inv ag,GLP1R ag
CCC(C)(C)n1nnnc1C(c1cc2cccc(C)c2[nH]c1=O)N1CCCC1 (stereo not given),4%,?,-5%,-7,i,-16,-13%,10%,1%
Cc1cccc(N(C)C(=O)Cc2c(C(=O)O)[nH]c3ccccc23)c1,/,?,5%,7,-1%,/,20%,-4%,/
Cc1c(C(=O)N2CCCCC2)oc2ccccc12,2%,-7%,3%,-13,i,1,?,?,8%
Cc1ccc(CN2CCN(Cc3cc4ccccc4o3)CC2CCO)cc1 (stereo not given),4%,3%,1%,-15,-17%,-28,-1%,-34%,5%
Nc1c(C(=O)Nc2ccc3c(c2)OCCO3)nnn1Cc1cccc(Br)c1,9%,15µM*,?,1,i,23,-5%,?,-7%
COc1cc(Nc2nc(-c3ccccc3)c3cc(C)ccc3n2)cc(OC)c1OC,-24%,21µM*,?,18,-3%,9,20µM*,?,6%
CCc1ccc(OCC(=O)Nc2ccc(Cl)c(-c3nc4cc(C)cc(C)c4o3)c2)cc1,/,11%,2%,7,i,/,21%,-9%,/
CCOc1ccc(-c2noc(CSc3nnc(Cc4ccccc4)n3-c3ccc(F)cc3)n2)cc1,/,-21%,4%,-4,-18%,/,?,7%,/
O=C(Nc1cccnc1)c1cccc(-c2cc3ccccc3oc2=O)c1,-1%,15%,0%,9,-2%,3,-16%,22%,10%
C/C(=N\NC(=O)c1ccccc1O)c1ccc(NC(=O)Cc2ccccc2)cc1,-6%,16µM*,6%,-5,i,-10,2%,-8%,0%
Cc1[nH]c2ccc(OC(F)(F)F)cc2c1CCN1C(=O)c2ccc(C(=O)O)cc2C1=O,-15%,12%,-4%,6,-12%,1,?,-9%,1%
O=C(O)C1C2C=CC(O2)C1C(=O)NCc1ccc2c(c1)OCO2 (stereo not given),-13%,-4%,-13%,1,i,-16,21%,14%,-10%
C=CCn1c(C)cc(C(=O)COC(=O)CCc2cc(OC)c(OC)c(OC)c2)c1C,1%,/,-7%,1,-12%,-1,10%,?,-8%
O=C(Nc1ccccc1N1CCOCC1)c1cc(-c2ccco2)nc2ccccc12,0%,?,-26%,13,i,63,18%,?,2%
O=C(NCc1ccc(Cl)cc1)c1ccc(-c2ccccc2C(F)(F)F)o1,17%,-10%,-3%,-26,-42%[inhibitor],?,-39%[inhibitor],?,-3%
CC(=O)c1ccc(S(=O)(=O)Nc2ccc(N3CCOCC3)cc2)cc1,4%,-23%,4%,6,i,5,-11%,2%,16%
O/N=C1/CCc2cccc3cccc1c23,-1%,10%,8%,3,?,8,6%,0%,0%
CC(c1nc2ccccc2[nH]1)N(C(=O)Cc1csc2ccccc12)c1cccnc1 (stereo not given),0%,23%,2%,1,-9%,-12,38%,-1%,-3%
CC1(C)Cc2c(c(N3CCCC3)nc3sc(C(=O)Nc4ccccc4)c(N)c23)CO1,5%,13%,-6%,8,i,61,28%,53%[activator],26%
CCc1ccc(-n2nc(C)c3c(C)cc(=O)n(CC(=O)Nc4cc(C)ccc4C)c32)cc1,/,9%,-5%,-10,22%,/,-14%,0%,/
O=C(COc1ccc2c3c(c(=O)oc2c1)CCCC3)NCc1ccncc1,-9%,-1%,-1%,4,-35%[inhibitor],3,11%,21%,7%
CCOC(=O)CN1CC23C=CC(O2)C(C(=O)Nc2cc(OC)ccc2OC)C3C1=O (stereo not given),-5%,10%,-1%,1,11%,8,?,-8%,-3%
Cc1nc(CNS(=O)(=O)c2ccc3c(c2)OCCO3)cs1,-4%,?,12%,6,-12%,9,-5%,17%,-3%
COCCNC(=O)c1c(NC(=O)c2cc(=O)c3cc(C)cc(C)c3o2)sc2c1CCCC2,/,15%,3%,10,i,/,18%,4%,/
COc1ccc(C(C(=O)NC2CCCCC2)N(C(=O)c2sc(C)nc2C)c2ccccc2C)cc1 (stereo not given),21%,?,-27%,-4,i,4,-5%,?,-2%

# Structures above that contain a furan ring, fused or not:
SMILES,aSyn yeast inh,KB-V1 MDR tox,GLP1R cytotox,DRD3 agonist,PTHR1 agonist,DRD3 antagonist,TDP-43 yeast inh,GLP1R inv ag,GLP1R ag
O=c1[nH]c2ccc(NCc3ccc(-c4cccc(Cl)c4)o3)cc2[nH]1,/,-8%,4%,3,-3%,/,10%,-2%,/
COCCN(C(=O)c1cc(-c2ccco2)nc2ccccc12)c1c(N)n(Cc2ccccc2)c(=O)[nH]c1=O,-1%,-21%,3%,-3,-5%,-3,19%,15%,-1%
Cc1ccc(N(C(=O)CNC(=O)c2ccco2)C(C(=O)NC2CCCC2)c2ccncc2)cc1 (stereo not given),0%,-13%,2%,-6,i,-14,-6%,12%,10%
COc1ccc(-c2nc3n(n2)C(=O)CC(c2ccco2)S3)cc1 (stereo not given),5%,0%,6%,0,-9%[57.5 µM],15,-12%,5%,19%
Cc1c(C(=O)N2CCCCC2)oc2ccccc12,2%,-7%,3%,-13,i,1,?,?,8%
Cc1ccc(CN2CCN(Cc3cc4ccccc4o3)CC2CCO)cc1 (stereo not given),4%,3%,1%,-15,-17%,-28,-1%,-34%,5%
O=C(Nc1ccccc1N1CCOCC1)c1cc(-c2ccco2)nc2ccccc12,0%,?,-26%,13,i,63,18%,?,2%
O=C(NCc1ccc(Cl)cc1)c1ccc(-c2ccccc2C(F)(F)F)o1,17%,-10%,-3%,-26,-42%[inhibitor],?,-39%[inhibitor],?,-3%
